STK33 kin inh: inhibitors of human STK33 kinase. ADP-Glo luminescence, MBP substrate. inhibition, % at 12.5 µM. 27,000 compounds, 0.44% hits. AID 2322; in the data active = inhibition above about 20%
Target sequence (Q9BYT3 whole entry, looked up): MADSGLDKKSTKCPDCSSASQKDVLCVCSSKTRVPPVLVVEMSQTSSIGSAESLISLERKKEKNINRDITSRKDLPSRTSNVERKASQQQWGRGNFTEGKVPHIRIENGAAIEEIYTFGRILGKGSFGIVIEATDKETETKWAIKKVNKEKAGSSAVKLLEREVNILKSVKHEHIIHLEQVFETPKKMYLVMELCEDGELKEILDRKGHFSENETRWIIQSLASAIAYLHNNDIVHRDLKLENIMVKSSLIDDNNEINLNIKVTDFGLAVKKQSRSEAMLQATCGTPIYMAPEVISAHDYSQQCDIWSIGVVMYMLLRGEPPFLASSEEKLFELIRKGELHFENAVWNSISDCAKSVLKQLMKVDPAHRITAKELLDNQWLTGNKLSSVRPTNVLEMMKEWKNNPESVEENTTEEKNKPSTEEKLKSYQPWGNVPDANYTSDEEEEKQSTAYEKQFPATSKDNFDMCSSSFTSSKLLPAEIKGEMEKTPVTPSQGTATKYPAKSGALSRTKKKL
p53 PUMA act: re-activators of the mutant p53 pathway | SW480 PUMA-promoter luciferase, p53 mutant reactivation | AID 624151 | 28,000 compounds, 1.5% hits | activation, % at 9.98 µM; in the data active = activation above about 52%
* marks the source's active call; other numbers are inactive results; nt = no result given; & = joins results of further samples. Some of the compounds tested; the hit share may differ from the screen's.

item	Molecule	STK33 kin inh	p53 PUMA act
1	C[C@@H]1CN([C@H](C)CO)C(=O)c2cc(NC(=O)Nc3ccc4c(c3)OCO4)ccc2O[C@H]1CN(C)C(=O)Nc1ccc2c(c1)OCO2	nt	18
2	CCCN(C)C[C@H]1OCCCC[C@@H](C)Oc2ccc(NC(=O)Nc3c(C)noc3C)cc2C(=O)N([C@H](C)CO)C[C@@H]1C	1	nt
3	CC(C)NC(=O)Nc1ccc2c(c1)C(=O)N([C@@H](C)CO)C[C@H](C)[C@@H](CN(C)Cc1ccc(Oc3ccccc3)cc1)O2	0	nt
4	CN1C(=O)CC[C@H]1c1cccnc1	-1	4
5	CSc1cccc(NC(=O)CN(C)S(=O)(=O)c2ccc3ccccc3c2)c1	-7	-6
6	C[C@H]1CN([C@@H](C)CO)C(=O)Cc2cc(NC(=O)C3CC3)ccc2O[C@@H]1CN(C)S(=O)(=O)c1ccccc1	-1	7
7	CCC(=O)c1ccccc1OCCSc1nc(C)cc(=O)[nH]1	3	0
8	CCOC(=O)c1cnc(SCC(=O)Nc2ccc(Cl)cc2Cl)nc1N	-4	-14
9	Cc1ccc(S(=O)(=O)N(C)C[C@@H]2OCCCC[C@@H](C)Oc3ccc(NS(=O)(=O)c4ccccc4)cc3C(=O)N([C@H](C)CO)C[C@@H]2C)cc1	3	nt
10	O=C(CCc1ccc(O)cc1)c1c(O)cc(O)cc1O[C@@H]1O[C@H](CO)[C@@H](O)[C@H](O)[C@H]1O	2	nt
11	COc1cc(-c2coc3cc(OCc4ccccc4)c(OC)c(O)c3c2=O)cc(OCc2ccccc2)c1OC	3	nt
12	Cc1noc(C)c1S(=O)(=O)Nc1ccc2c(c1)CC(=O)N([C@@H](C)CO)C[C@@H](C)[C@@H](CN(C)Cc1ccc(-c3ccccc3)cc1)O2	nt	-16
13	Cc1ccc(-c2nn3c(C)nnc3c3ccccc23)cc1S(=O)(=O)NCCN1CCOCC1	3	19
14	CC(C)NC(=O)N(C)C[C@H]1Oc2c(NS(=O)(=O)c3ccccc3)cccc2C(=O)N([C@H](C)CO)C[C@@H]1C	nt	-2
15	CCCCCCCCCCC(C)(C)C(=O)Nc1c(OC)cc(OC)cc1OC	nt	-21
16	CC(C)NC(=O)N(C)C[C@@H]1OCCCC[C@H](C)Oc2ccc(NC(=O)CCC(F)(F)F)cc2C(=O)N([C@@H](C)CO)C[C@H]1C	nt	3
17	CCCc1ccc(OCc2ccc(C(=O)NCc3cccnc3)o2)c(OC)c1	nt	26
18	C[C@H]1CN([C@@H](C)CO)C(=O)Cc2cc(N(C)C)ccc2O[C@H]1CN(C)Cc1ccc2c(c1)OCO2	2	nt
19	C[C@@H]1CN([C@H](C)CO)C(=O)Cc2cc(NC(=O)Nc3ccc(C(F)(F)F)cc3)ccc2O[C@H]1CN(C)S(=O)(=O)c1cccs1	4	nt
20	CCCCOc1cc(C(=O)NCCN(CC)CC)c2ccccc2n1	0&-6	nt
21	O=C(CSc1nc2cc(Cl)ccc2s1)Nc1ccc(I)cc1	-1	-4
22	Cc1ccccc1CN(C)C[C@@H]1OCc2cnnn2CCCC(=O)N([C@@H](C)CO)C[C@H]1C	1	nt
23	COc1ccc(CN(C)C[C@H]2Oc3c(NS(=O)(=O)c4ccc(Cl)cc4)cccc3C(=O)N([C@@H](C)CO)C[C@H]2C)cc1	nt	-10
24	CO[C@H]1CC(O[C@@H]2/C(C)=C/C[C@@H]3C[C@@H](C[C@]4(CC[C@H](C)[C@@H](C5CCCCC5)O4)O3)OC(=O)[C@@H]3C=C(C)/C(=N/O)[C@H]4OC/C(=C\C=C\[C@@H]2C)[C@]43O)O[C@@H](C)C1O (some centres undefined)	3	-7
25	C[C@H]1CN([C@@H](C)CO)C(=O)c2cc(NS(=O)(=O)c3cccs3)ccc2O[C@@H]1CN(C)Cc1ccc2c(c1)OCO2	0	nt
26	C[C@@H]1CN([C@H](C)CO)C(=O)CCCn2cc(nn2)CO[C@@H]1CN(C)Cc1ccncc1	0	14
27	CCOc1ccc(-c2cn(S(=O)(=O)c3cccc4nsnc34)nc2N)cc1	-2	10
28	C[C@H]1CN([C@@H](C)CO)C(=O)c2cc(NC(=O)c3ccncc3)ccc2O[C@H]1CN(C)S(=O)(=O)c1cn(C)cn1	0	nt
29	CCCOc1ccc(Oc2nc(Nc3ccc(C)cc3)nc(N3CCOCC3)n2)nn1	-2	9
30	Cc1ccc(S(=O)(=O)Nc2ccc3c(c2)C(=O)N([C@H](C)CO)C[C@H](C)[C@H](CN(C)C(=O)Nc2ccc(C(F)(F)F)cc2)OCCCC[C@@H](C)O3)cc1	3	nt
31	O=C[C@@H]1CCCN1C(=O)[C@@H]1CCCN1C(=O)OCc1ccccc1	-2	0
32	COc1ccc(S(=O)(=O)N(C)C[C@H]2Oc3c(NS(=O)(=O)c4ccccc4)cccc3C(=O)N([C@@H](C)CO)C[C@@H]2C)cc1	nt	-3
33	O=C(CSc1nc(O)cc(=O)[nH]1)Nc1ccc(Cl)cc1	1	-3
34	Cc1cc2nc3c(=O)[nH]c(=O)nc-3n(CC(O)C(O)C(O)CO)c2cc1C (centres undefined)	0	nt
35	C[C@@H]1CN([C@@H](C)CO)C(=O)c2cccc(NS(=O)(=O)c3ccc(F)cc3)c2O[C@@H]1CN(C)C(=O)NC1CCCCC1	nt	-9
36	CC(C)NC(=O)Nc1ccc2c(c1)C(=O)N([C@@H](C)CO)C[C@@H](C)[C@@H](CN(C)C)OCCCC[C@H](C)O2	nt	-6
37	COc1ccc(CN(C)C[C@@H]2Oc3ccc(NS(=O)(=O)c4ccc(OC)cc4)cc3C(=O)N([C@H](C)CO)C[C@@H]2C)cc1	nt	6
38	COc1ccc(S(=O)(=O)Nc2cccc3c2O[C@H](CN(C)Cc2ccc(C(F)(F)F)cc2)[C@@H](C)CN([C@H](C)CO)C3=O)cc1	nt	-3
39	C[C@@H]1CN([C@H](C)CO)C(=O)CCCn2cc(nn2)CO[C@H]1CN(C)Cc1ccccc1C(=O)O	0	nt
40	C[C@@H]1CCCCO[C@@H](CN(C)Cc2ccccc2)[C@@H](C)CN([C@H](C)CO)C(=O)c2cc(NC(=O)Nc3ccc(F)cc3)ccc2O1	5	nt
41	COc1ccc2c(c1)C(=O)N(CCc1ccc(S(=O)(=O)NC(=O)NC3CCCCC3)cc1)C(=O)C2(C)C	0	4
42	NC(=O)N1c2ccccc2C=Cc2ccccc21	1	nt
43	CCCC#Cc1ccc2c(c1)O[C@@H](CN(C)C(=O)c1cccnc1)[C@H](C)CN([C@H](C)CO)S2(=O)=O	nt	7
44	O=S(=O)(NCC1CCN(Cc2ccc(OCCO)cc2)CC1)c1cc(C(F)(F)F)ccc1Cl	-4	nt
45	COc1ccc(S(=O)(=O)N(C)C[C@@H]2Oc3c(NS(=O)(=O)c4cn(C)cn4)cccc3C(=O)N([C@H](C)CO)C[C@@H]2C)cc1	-3	-4
46	COc1ccc(S(=O)(=O)NC2(C(=O)O)CCCCC2)cc1	-1	4
47	COc1ccc(NC(=O)N(C)C[C@H]2Oc3ccc(NS(=O)(=O)c4cccs4)cc3CC(=O)N([C@@H](C)CO)C[C@@H]2C)cc1	2	nt
48	COc1ccc(NC(=O)N(C)C[C@H]2Oc3ccc(NC(=O)Cn4cnnn4)cc3CC(=O)N([C@H](C)CO)C[C@H]2C)cc1	-5	nt
49	Cc1ccc(-c2noc(CSc3nc(C)cc(C)n3)n2)cc1	1	63*
50	C[C@@H]1CN([C@@H](C)CO)C(=O)c2cc(NC(=O)C3CCCCC3)ccc2O[C@H]1CN(C)Cc1ccc2c(c1)OCO2	-1	nt
51	COc1c(Cl)cc(C(=O)Nc2sc3c(c2C(=O)NCc2cccnc2)CCCC3)cc1Cl	7	2
52	C[C@@H]1CN([C@@H](C)CO)C(=O)Cc2cc(NC(=O)Nc3cccc4ccccc34)ccc2O[C@H]1CN(C)S(=O)(=O)c1ccccc1	nt	-3
53	COc1ccc(NC(=O)Nc2cccc3c2O[C@H](CN(C)C)[C@H](C)CN([C@@H](C)CO)C3=O)cc1	nt	0
54	C[C@@H]1CN([C@@H](C)CO)C(=O)c2cc(-c3cccc(F)c3)cnc2O[C@@H]1CN(C)C(=O)Nc1cc(F)ccc1F	nt	-3
55	C[C@H](CO)N1C[C@H](C)[C@@H](CN(C)C(=O)Nc2ccc(F)cc2)Oc2ccc(NS(=O)(=O)c3ccccc3)cc2C1=O	-1	12
56	CCCC#Cc1cnc2c(c1)C(=O)N([C@H](C)CO)C[C@@H](C)[C@H](CN(C)C(=O)c1cnccn1)O2	nt	7
57	Cc1occc1-c1nnc(SCC(=O)Nc2ccccc2[N+](=O)[O-])n1-c1ccccc1	-5	-4
58	C[C@H]1CN([C@@H](C)CO)C(=O)c2cc(C#Cc3ccc(F)cc3)cnc2O[C@H]1CN(C)C	nt	3
59	CNC[C@H]1Oc2cc(C#Cc3ccccc3F)ccc2S(=O)(=O)N([C@@H](C)CO)C[C@@H]1C	nt	-12
60	C[C@@H]1CN([C@H](C)CO)C(=O)c2cc(NC(=O)c3ccncc3)ccc2O[C@@H](C)CCCCO[C@@H]1CN(C)C(=O)Nc1cccc2ccccc12	nt	-19

(next part)
item	Molecule	STK33 kin inh	p53 PUMA act
61	CC(=O)Nc1ccccc1NC(=O)Cc1ccccc1[N+](=O)[O-]	1	-10
62	COC(=O)C[C@H]1C[C@H]2c3cc(NS(=O)(=O)c4ccccc4)ccc3O[C@H]2[C@@H](CO)O1	nt	16
63	O=C(CC1(O)C(=O)Nc2ccc(Br)cc21)c1ccc(NS(=O)(=O)c2ccccc2)cc1 (centres undefined)	-3	-3
64	CCCCCCCCCCCCCCCC(=O)C1C(=O)OC(CO)C1=O (centres undefined)	nt	0
65	C[C@@H]1CCCCO[C@H](CN(C)C(=O)CCC(F)(F)F)[C@@H](C)CN([C@@H](C)CO)C(=O)c2cc(N(C)C)ccc2O1	nt	3
66	COc1ccc(OC)c(-n2c(=S)[nH]c3cc(C(=O)N4CCC(C(N)=O)CC4)ccc3c2=O)c1	-2	nt
67	C[C@H]1CN([C@@H](C)CO)C(=O)Cc2cc(NS(=O)(=O)c3cccs3)ccc2O[C@H]1CN(C)C(=O)Nc1ccc2c(c1)OCO2	1	8
68	CCc1ccccc1NC(=O)C(C)n1nc([N+](=O)[O-])c(Br)c1C (centres undefined)	-1	-6
69	COc1ccccc1-c1cnc2c(c1)C(=O)N([C@H](C)CO)C[C@@H](C)[C@H](CN(C)Cc1ccc(C(=O)O)cc1)O2	nt	15
70	C[C@@H]1CN([C@@H](C)CO)C(=O)Cc2cc(NC(=O)CCC(F)(F)F)ccc2O[C@@H]1CN(C)C(=O)NC1CCCCC1	-4	nt
71	Cc1nc([N+](=O)[O-])c(Sc2nc3ccccc3[nH]2)n1Cc1ccccc1	3	66*
72	Cc1cccc(NC(=O)CC2OCCN(Cc3ccccc3)C2=O)c1 (centres undefined)	3	-5
73	Cc1ccc(NC(=O)COc2ccc(Cl)cc2)c([N+](=O)[O-])c1	1	95*
74	C[C@H](CO)N1C[C@H](C)[C@@H](CN(C)Cc2ccc(Oc3ccccc3)cc2)OCc2cnnn2CCCC1=O	0	1
75	Cc1ccc(S(=O)(=O)Nc2ccc3c(c2)CC(=O)N([C@H](C)CO)C[C@@H](C)[C@H](CN(C)Cc2ccccc2)O3)cc1	1	nt
76	C[C@H]1CN([C@@H](C)CO)C(=O)Cc2cc(NC(=O)C3CC3)ccc2O[C@H]1CN(C)CC1CCCCC1	-4	nt
77	C[C@@H]1CN([C@H](C)CO)C(=O)Cc2cc(NC(=O)C3CC3)ccc2O[C@H]1CN(C)C(=O)Nc1ccc2c(c1)OCO2	0	nt
78	C[C@@H]1O[C@@H](OC[C@H]2OC(Oc3c(-c4ccc(OCCO)c(OCCO)c4)oc4cc(OCCO)cc(O)c4c3=O)[C@H](O)[C@@H](O)[C@@H]2O)[C@H](O)[C@H](O)[C@H]1O (some centres undefined)	-4	nt
79	CSc1nc(N)n(-c2cc(Cl)cc(Cl)c2)n1	1	nt

Some of the entries so far, with one line to a screen:
[61] CC(=O)Nc1ccccc1NC(=O)Cc1ccccc1[N+](=O)[O-]
[62] COC(=O)C[C@H]1C[C@H]2c3cc(NS(=O)(=O)c4ccccc4)ccc3O[C@H]2[C@@H](CO)O1
[63] O=C(CC1(O)C(=O)Nc2ccc(Br)cc21)c1ccc(NS(=O)(=O)c2ccccc2)cc1 (centres undefined)
[64] CCCCCCCCCCCCCCCC(=O)C1C(=O)OC(CO)C1=O (centres undefined)
[65] C[C@@H]1CCCCO[C@H](CN(C)C(=O)CCC(F)(F)F)[C@@H](C)CN([C@@H](C)CO)C(=O)c2cc(N(C)C)ccc2O1
[66] COc1ccc(OC)c(-n2c(=S)[nH]c3cc(C(=O)N4CCC(C(N)=O)CC4)ccc3c2=O)c1
[67] C[C@H]1CN([C@@H](C)CO)C(=O)Cc2cc(NS(=O)(=O)c3cccs3)ccc2O[C@H]1CN(C)C(=O)Nc1ccc2c(c1)OCO2
[68] CCc1ccccc1NC(=O)C(C)n1nc([N+](=O)[O-])c(Br)c1C (centres undefined)

compound no. | 61 | 62 | 63 | 64 | 65 | 66 | 67 | 68
STK33 kin inh | 1 | nt | -3 | nt | nt | -2 | 1 | -1
p53 PUMA act | -10 | 16 | -3 | 0 | 3 | nt | 8 | -6

[69] COc1ccccc1-c1cnc2c(c1)C(=O)N([C@H](C)CO)C[C@@H](C)[C@H](CN(C)Cc1ccc(C(=O)O)cc1)O2
[70] C[C@@H]1CN([C@@H](C)CO)C(=O)Cc2cc(NC(=O)CCC(F)(F)F)ccc2O[C@@H]1CN(C)C(=O)NC1CCCCC1
[71] Cc1nc([N+](=O)[O-])c(Sc2nc3ccccc3[nH]2)n1Cc1ccccc1
[72] Cc1cccc(NC(=O)CC2OCCN(Cc3ccccc3)C2=O)c1 (centres undefined)

compound no. | 69 | 70 | 71 | 72
STK33 kin inh | nt | -4 | 3 | 3
p53 PUMA act | 15 | nt | 66* | -5
